USP1 inh = inhibitors of human USP1/UAF1 deubiquitinase. AID 743255. Potency, µM (titrated, usually from 57.1 µM), inactives show top-dose activity change, negative = inhibition, usual class: inhibitors. hit rate 0.23% among 390,000. recombinant USP1/UAF1, Ub-Rhodamine cleavage fluorescence; also: % is scaled to controls: 0 for no effect and ±100 for the full control effect; nearly all actives have a fitted effect of over 60% in size; inactives centre near -12
Target sequence (O94782 whole entry, looked up): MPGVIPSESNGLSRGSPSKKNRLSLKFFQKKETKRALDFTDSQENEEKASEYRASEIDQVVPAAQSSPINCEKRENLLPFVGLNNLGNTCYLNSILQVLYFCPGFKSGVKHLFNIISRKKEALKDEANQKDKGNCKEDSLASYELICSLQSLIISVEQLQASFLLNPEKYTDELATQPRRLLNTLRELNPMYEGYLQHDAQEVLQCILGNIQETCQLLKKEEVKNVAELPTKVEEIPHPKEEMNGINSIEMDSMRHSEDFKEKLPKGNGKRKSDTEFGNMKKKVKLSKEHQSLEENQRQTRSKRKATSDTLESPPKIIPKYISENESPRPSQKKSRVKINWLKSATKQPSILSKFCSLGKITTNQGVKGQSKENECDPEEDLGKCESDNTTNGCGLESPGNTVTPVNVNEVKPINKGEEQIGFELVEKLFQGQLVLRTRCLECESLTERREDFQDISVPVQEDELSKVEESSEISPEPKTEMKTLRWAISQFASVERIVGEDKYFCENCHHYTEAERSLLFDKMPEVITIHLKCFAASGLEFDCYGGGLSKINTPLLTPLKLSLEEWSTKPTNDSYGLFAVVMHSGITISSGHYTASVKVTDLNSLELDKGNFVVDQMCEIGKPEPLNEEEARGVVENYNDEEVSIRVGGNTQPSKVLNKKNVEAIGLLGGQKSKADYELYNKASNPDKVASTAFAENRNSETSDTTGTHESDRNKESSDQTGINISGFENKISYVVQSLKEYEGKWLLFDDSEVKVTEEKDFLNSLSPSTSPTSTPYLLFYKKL
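In this screen, compounds sit with the deubiquitinase complex (1nM) for 15 min at room temperature before Ub-Rho is added at 150nM final. Fluorescence rise is then followed for 6 reads every 60 seconds.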
TrxR1 substrate = is turned over as a substrate by rat TrxR1; purified TrxR1 substrate turnover, NADPH consumption readout; hit rate 0.01% among 390,000; AID 588456; Potency, µM (titrated, usually from 114 µM), inactives show at the highest dose activity change, negative = substrate turnover; also: % is scaled to controls: 0 for no effect and ±100 for the full control effect; nearly all actives have a fitted effect of over 50% in size
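Rat TrxR1, dispensed at 90 nM, was prereduced with 400 uM NADPH (final) for 5 min at ~22 deg C, then incubated with compound 15 min before 400 uM selenite. A first-read NADPH fluorescence drop versus no-compound background flagged substrates.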
RGS4 inh = inhibitors of human regulator of G protein signaling 4; P49798; Potency, µM (top dose mostly 114 µM), without a hit: at the top dose activity change, negative = inhibition, usual class: inhibitors; AID 504845; Transcreener GDP fluorescence polarization, RGS4-accelerated GTP hydrolysis; hit rate 0.039% among 390,000; also: % is scaled to controls: 0 for no effect and ±100 for the full control effect; nearly all actives have a fitted effect of over 75% in size; some results filed as inactive show a strong effect at the top dose
Target sequence (P49798 whole entry, looked up): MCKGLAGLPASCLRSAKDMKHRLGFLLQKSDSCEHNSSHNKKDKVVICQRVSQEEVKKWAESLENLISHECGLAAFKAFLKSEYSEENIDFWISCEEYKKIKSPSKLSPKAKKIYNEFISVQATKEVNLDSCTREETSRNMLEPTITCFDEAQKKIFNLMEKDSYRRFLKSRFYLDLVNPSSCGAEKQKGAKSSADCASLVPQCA
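MLSMR compounds (23 nl, pin-transferred) preincubated 10 min at room temperature with a 500nM (2x) first reagent, then RGS4 at 900nM (2x) plus Transcreener GDP mix added; fluorescence polarization (620/688 nm) read before and after 90 min at 30 °C.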
Vif-APOBEC3F blk = Vif-A3F binding inhibition; HeLa A3F-eYFP + Vif (tagged APOBEC3F with the HIV-1 protein that degrades it), YFP fluorescence increase; Potency, µM (doses to about 46.1 µM), for inactives: at the highest dose activity, negative = active; hit rate 0.2% among 390,000; AID 602313; also: % of control where 0% means no effect; nearly all actives have a fitted effect of over 65% in size
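HeLa cells stably expressing A3F-eYFP plus Vif, plated and incubated overnight at 37 deg C, then exposed to compounds overnight at 37 deg C. Blocked degradation read as raised yellow fluorescence (Ex 488/Em 500-530).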
ALOX12 inh = inhibitors of human 12S-lipoxygenase ALOX12. hit rate 1.1% among 580,000. AID 1671190. Potency, µM (titrated, usually from 108 µM), without a hit: at the top dose activity change, negative = inhibition, most hits filed as inhibitors. purified 12hLO, xylenol orange hydroperoxide absorbance; also: % is scaled to controls: 0 for no effect and ±100 for the full control effect
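Purified human 12hLO at 150 nM in 25 mM Hepes, 0.01% Triton X-100, pH 7.0, preincubated 15 min at room temperature with compound. Reaction started with 40 uM arachidonic acid, 30 min at room temperature. Hydroperoxide measured by Fe-xylenol orange, 573/405 nm absorbance ratio.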
RXFP1 ag = RXFP1 (human) receptor agonism; HEK293T-RXFP1 cAMP TR-FRET, 30 min; response scale: percent of porcine relaxin response, buffer zero; Potency, µM (highest dose often 57.5 µM), inactives show top-dose activation, usual class: activators; hit rate 0.3% among 370,000; AID 2676; also: % is scaled to controls: 0 for no effect and ±100 for the full control effect; nearly all actives have a fitted effect of over 60% in size; many of its hits are not listed in these tables
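HEK293 cells stably expressing RXFP1, treated 30 min at 37C with compounds plus PDE4 inhibitor Ro 20174; cAMP measured by HTRF TR-FRET. Normalized to buffer and 29 nM porcine relaxin; EC50 by Hill fit.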
Vif-A3G inh = blocks the Vif interaction with human APOBEC3G; Q9HC16; HeLa A3G-eYFP + Vif (tagged APOBEC3G with the HIV-1 protein that degrades it), YFP fluorescence, overnight; Potency, µM (top dose mostly 46.1 µM), without a hit: at the highest dose activity, negative = active, hits mostly inhibitors; hit rate 0.076% among 410,000; AID 602310;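 also: % is scaled to controls: 0 for no effect and ±100 for the full control effect; nearly all actives have a fitted effect of over 60% in size; hits raise eYFP signal because A3G escapes Vif-driven loss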
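HeLa cells stably expressing Vif and C-terminally eYFP-tagged A3G, seeded overnight at 37 deg C, then exposed to compound by pintool overnight at 37 deg C. Rise in yellow fluorescence (Ex 488/Em 500-530, Acumen) marks blocked Vif-driven A3G degradation.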
rTrxR1 inhibitor = blocks rat thioredoxin reductase 1. O89049. recombinant rTrxR1, NADPH fluorescence consumption, selenite substrate. Potency, µM (doses to about 114 µM), inactives show at the highest dose activity change, negative = inhibition, actives largely listed as inhibitors. hit rate 1% among 390,000. AID 588453; also: % is scaled to controls: 0 for no effect and ±100 for the full control effect; nearly all actives have a fitted effect of over 65% in size
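Rat TrxR1 (90 nM in the dispensed reagent) was pre-reduced with 400 uM NADPH for 5 min at room temperature, then incubated with compound for 15 min. After 400 uM selenite was added, NADPH fluorescence (Ex 340/Em 450 nm) was followed for 8 min.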
IDH1 R132H inh = blocks human mutant IDH1 R132H enzyme | O75874 | IDH1-R132H enzyme, NADPH consumption, diaphorase/resazurin fluorescence | Potency, µM (top dose mostly 76.6 µM), for inactives: at the top dose activity change, negative = inhibition, most hits filed as inhibitors | hit rate 0.093% among 390,000; also: % is scaled to controls: 0 for no effect and ±100 for the full control effect; nearly all actives have a fitted effect of over 65% in size
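IDH1-R132H (0.5 ug/mL) preincubated 30 min with compound, then NADPH (0.016 mM) and alpha-KG (2 mM) added; 80 min at RT, pH 7.5. Remaining NADPH coupled via diaphorase/resazurin to fluorescence (540/590 nm); concentration-response curves normalized to no-enzyme control.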
The depositor's hits bear a star; ? = inconclusive; / = not tested or not shown; & = joins results of further samples; [ ] = dose if it differs, or a comment. Calls follow the shape of the dose curve; as a rule, active = well fitted curve in the direction sought with a large enough effect; inconclusive = small, poorly fitted or top-dose-only effect, or another doubt; inactive = no such curve, though single readings can be large; an effect the other way counts as inactive or inconclusive. Potency is read from the fitted curve at half-maximal effect. Only part of the results is shown (hit frequency here may not be typical).

Results follow in this order: USP1 inh | TrxR1 substrate | RGS4 inh | Vif-APOBEC3F blk | ALOX12 inh | RXFP1 ag | Vif-A3G inh | rTrxR1 inhibitor | IDH1 R132H inh
> CCC(=O)N1CCN(c2ccccc2NC(=O)Cc2ccccc2)CC1
    -0.5% | 1.2% | -13.0% | -4.2% | -0.9% | 0.8% | 0.1% | 18.6% | -5.5%
> Cc1ccc(NC(=O)c2sc(-n3nc(C)c(Cc4ccc(Cl)cc4)c3C)nc2C)cc1
    -9.0% | -0.6% | 6.6% | -4.6% | 0.8% | 4.9% | -1.6% | 24.7% | -6.2%
> CCOC(=O)C1CCN(C(=O)c2ccc(C)c(S(=O)(=O)N3CCCC3)c2)CC1
    -6.9% | -7.1% | -24.0% | 3.4% | 0.0% | 1.8% | -5.5% | -12.9% | 5.8%
> O=C1CC(c2nc3ccccc3[nH]2)CN1c1cccc(C(F)(F)F)c1 (configuration not stated)
    -26.4% | 2.5% | 7.8% | 0.3% | 19.9% | 0.6% | -2.2% | 14.3% | -4.0%
> O=C(COc1ccccc1)NCC(c1ccco1)N1CCN(c2ccccc2)CC1 (configuration not stated)
    0.1% | -8.2% | 46.9% | 12.0% | 8.4% | 0.5% | -0.9% | -19.0% | 2.0%
> CC(C)(C)NS(=O)(=O)c1ccc(NC(=O)Cc2ccccc2[N+](=O)[O-])cc1
    -24.1% | -8.9% | 21.4% | -4.2% | ? | 4.0% | 1.7% | -9.2%[57.1 µM] | -2.7%
> CCSc1ncc(Cl)c(C(=O)Nc2ccccc2)n1
    -17.2% | -2.0% | -18.7% | -4.2% | -1.6% | -0.1% | -3.6% | 2.6% | 2.2%
> CSc1ccc(CN(C)C(=O)CN2C(=O)NC3(CCCC3)C2=O)cc1
    -10.5% | -3.9% | -0.3% | 3.1% | -7.4% | 1.6% | 1.8% | -3.1% | 4.2%
> COC(=O)C(C)Sc1nnc2cc(C)c3cc(C)cc(C)c3n12 (configuration not stated)
    -14.7% | -14.4% | 21.7% | -3.3% | -26.6% | 0.3% | 4.4% | -7.3% | 5.9%
> CCOC(=O)N1CCN(C(=O)C(=O)Nc2sc3c(c2C#N)CC(C)(C)OC3)CC1
    -21.2% | -8.6% | -28.5% | 0.6% | -16.7% | 0.8% | 0.8% | 0.1% | 0.0%
> Cc1ccc(NC2OC(CO)C(O)C2O)cc1[N+](=O)[O-] (configuration not stated)
    3.3% | -9.4% | 28.0% | 0.5% | -0.3% | -0.9% | 1.7% | -18.4% | 0.5%
> CCN(C(=O)c1cc2c(=O)n3cccc(C)c3nc2n1CCCOC)C1CCCCC1
    -18.0% | 50.7%[activator] | 20.2% | 2.9% | -4.8% | 12.9% | 0.7% | -10.8% | -6.6%
> C=CCN(CC=C)S(=O)(=O)c1ccc(NC(=S)NC(=O)Cc2ccc(OC)cc2)cc1
    -14.7% | -3.7% | -20.5% | -1.8% | -16.8% | -2.0% | 2.5% | -5.2% | 7.7%
> COc1ccc(NC(=O)CCn2ccnc2)c(OC)c1
    -9.0% | -3.4% | 20.5%[56.9 µM] | -15.4% | 31.1%&10.3%[activator] | -1.6% | 2.6% | 13.1% | -0.1%
> COc1ccc(NC(=O)Nc2ccc3c(c2)C(=O)N([C@H](C)CO)C[C@H](C)[C@@H](CN(C)S(=O)(=O)c2ccccc2)O3)cc1
    20.7% | -2.7%[57.1 µM] | -13.2% | 0.5% | 0.0% | / | -19.9% | -21.4%[57.1 µM] | -6.1%
> O=C(Nc1ccc2c(c1)OCO2)c1ccc(Cl)c(S(=O)(=O)N2CCOCC2)c1
    -9.4% | -6.8% | -8.2% | 0.5% | -1.0% | -0.5% | 1.8% | 3.9% | 3.3%
> O=C(N/C(=C/C=C/c1ccccc1)C(=O)N1CCOCC1)c1ccccc1Cl
    -3.4% | -9.9% | 12.1% | 1.4% | -11.1% | 0.9% | -0.6% | -9.5% | 6.6%
> COc1ccc(OCc2cn(CC(=O)c3ccc(O)cc3)nn2)cc1
    -17.5% | -1.8% | -21.3% | 4.2% | ? | / | 0.1% | -12.5% | -3.8%
> CC1CCc2nc(NC(=O)c3ccco3)sc2C1 (configuration not stated)
    -8.4% | 0.3%[57.1 µM] | -15.9% | 6.1% | 31.7%[activator] | 1.2% | 2.4% | 1.2%[57.1 µM] | 5.9%
> COC(=O)c1cn(NC(=O)CC2CCCCC2)c(=O)c2ccccc12
    -12.0% | 1.6% | -13.9% | 2.4% | 0.0% | -0.6% | -0.1% | 4.9% | -0.2%
> NC(=O)CCn1c(C(=O)c2cccc([N+](=O)[O-])c2)c2ccccc2[n+]1[O-]
    -11.1% | 0.2% | -1.0% | 5.2% | ? | 0.2% | -3.5% | 13.5% | 6.5%
> COCc1n[nH]c(=S)n1-c1ccccc1
    3.4% | -5.8% | 29.7% | -10.5% | ? | -1.6% | -1.7% | -13.4% | -3.1%
> O=C(CSc1nnc(-c2ccncc2)o1)Oc1ccccc1
    2.2% | 4.6% | 6.3% | -2.6% | -1.9% | 1.6% | 4.4% | -11.9% | -6.2%
> O=C(COC(=O)C1CC(=O)N(Cc2ccccc2)C1)Nc1cccc([N+](=O)[O-])c1 (configuration not stated)
    -6.0% | -0.2% | -24.3% | -5.8% | -19.3% | / | -3.3% | 7.9% | -5.1%
> COc1ccc(-c2nc(-c3ccc(Br)cc3)no2)c(OC)c1
    -7.0% | 17.3% | 16.8% | 1.5% | 10.0% | 2.1% | -2.5% | 29.6% | 7.1%
> CC1=C(C)CC2C(=O)N(Cc3ccccc3)C(=O)C2C1 (configuration not stated)
    -0.9% | 8.3% | 15.2% | -4.6% | 12.5% | 1.0% | 1.4% | 20.8% | 7.5%
> COc1ccc(-n2c(Cc3cccn3C)nnc2SCC(=O)N2CCOCC2)cc1
    -20.1% | -7.2% | 1.8% | -4.2% | 303.6%[activator] | -0.1% | -4.8% | ? | -5.6%
> COc1ccc(C(=O)NCCCc2nc3ccccc3n2Cc2cc(C)ccc2C)cc1OC
    -8.2% | -0.4%[57.1 µM] | -17.4% | 2.3% | 1.6%[57.4 µM] | 0.5% | -7.4% | 3.1%[57.1 µM] | 3.5%
> CSc1ncccc1C(=O)OCn1nnc2ccccc2c1=O
    -16.7% | -5.1% | -36.0% | 1.5% | 14.8% | 1.0% | 0.0% | -33.9% | 0.4%
> CS(=O)(=O)N(CC(=O)N1CCc2ccccc2C1)Cc1ccc(F)cc1
    -20.3% | 2.6% | -1.5% | -0.2% | ? | 0.5% | 1.2% | 23.9% | 0.4%
> CC12CCC(c3c(C(=O)O)nn(-c4ccccc4)c31)C2(C)C (configuration not stated)
    -15.4% | 12.9% | 13.6% | -2.5% | ? | 0.1% | 0.9% | 26.5% | -1.3%
> Nc1nc(N2CCN(c3ccccc3)CC2)n[nH]1
    -13.2% | 6.2%[57.1 µM] | -0.2% | 15.0% | -19.9% | 0.2% | -4.0% | 14.5%[57.1 µM] | 21.0%
> OCC[C@@H]1C[C@H](O)[C@@H](O)[C@]2(OCc3ccccc32)O1
    -8.9% | -6.1% | -1.2% | 9.1% | 1.1% | 1.0% | 12.7% | 4.3% | -0.5%
> Fc1ccc(N2CCN(c3ncnc4onc(-c5ccc(Cl)cc5)c34)CC2)cc1
    ? | 8.5% | 1.2% | -3.6% | -16.9% | 1.6% | -3.5% | 21.6% | 1.9%
> COc1ccc(/C=C(/NC(=O)c2ccc(C)cc2)C(=O)N2CCCC2)cc1OC
    2.9% | -5.6% | -2.1% | 1.8% | -6.5% | -1.5% | 2.3% | 10.7% | -1.7%
> C=CC[C@@H](CC(=O)N[C@H](CO)Cc1ccccc1)C(=O)N[C@@H](COC(=O)[C@@H](CC=C)Cc1ccc(F)cc1)Cc1ccccc1
    -13.9% | -3.8% | 2.7% | 3.9% | ? | / | -13.5% | 9.7% | -6.2%
> CCOc1ccc(S(=O)(=O)c2ccc(C)cc2)c2c1no[n+]2[O-]
    -25.7% | / | / | -6.2% | 17.0% | / | -3.1% | / | 9.6%
> Cc1occc1-c1nnc(SCC(=O)NC(C)(C)C)n1C(C)c1ccccc1 (configuration not stated)
    -1.1% | -1.8% | 40.0% | 4.5% | 9.4% | -0.7% | 0.4% | -5.1% | -1.1%
> CCCn1c(=O)c(C(=O)Nc2cc(C)ccn2)c(O)c2ccccc21
    -11.8% | 6.9%[57.1 µM] | -2.3% | 2.1% | 17.5% | -2.7% | 0.8% | 19.0%[57.1 µM] | -3.0%

Assay outcomes deposited in PubChem by National Center for Advancing Translational Sciences (NCATS).
